ABCG2 inh: ABCG2 efflux pump inhibitors, primary screen, multiplex with ABCB1, IgMXP3 cells, flow cytometry; inhibition, % at 6.6 µM; JC-1 efflux; AID 1325, 2008; Broad substrate specificity ATP-binding cassette transporter ABCG2 (Homo sapiens), Q9UNQ0; 190,000 compounds, 0.1% hits;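 active = inhibition above 80%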;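 note: 0% = DMSO and 100% = nicardipine control wells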
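System: two drug-resistant human cell lines, ABCG2 and ABCB1; controls: nicardipine high and DMSO low controls; times: 10 min exposure at 25 °C with rotation, no wash; detection: flow cytometry of retained JC-1 fluorescence; read-out basis: percent efflux inhibition, scaled nicardipine 100% to DMSO 0%; doses: one concentration, 6.6 µM final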
Bcl-W Bim block: inhibitors of Bim binding to Bcl-W, primary screen, biochemical, multiplexed, bead-based flow cytometry; Bcl-2-like protein 2 (Homo sapiens), Q92843; inhibition, % at 10 µM; 190,000 compounds, 0.02% hits; Bim peptide-Bcl-W binding;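 note: 0% = bound tracer without compound and 100% = peptide blocker; higher means less fluorescent Bim peptide bound to Bcl-W beads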
Target sequence (Q92843 whole entry, looked up): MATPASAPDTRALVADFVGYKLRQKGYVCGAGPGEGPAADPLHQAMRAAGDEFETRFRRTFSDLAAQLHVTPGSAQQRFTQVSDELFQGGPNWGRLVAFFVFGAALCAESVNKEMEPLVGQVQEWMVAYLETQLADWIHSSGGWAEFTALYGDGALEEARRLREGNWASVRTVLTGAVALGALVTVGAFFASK
RGS7-Gao reg: RGS7-Galphao binding modulators, primary screen, biochemical, multiplexed bead flow cytometry | Guanine nucleotide-binding protein G(o) subunit alpha (Homo sapiens), P09471 | actives lie on both sides | binding response (% of control), % at 10 µM | 220,000 compounds, 0.35% hits; in the data active = binding response below about 49% or above about 150%; inconclusive = no clear call, values can overlap the other calls; inactive = in between;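 note: fluorescent Galphao held in activated GDP-AlF4 state binding bead-coupled RGS7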
Target sequence (P09471 whole entry, looked up): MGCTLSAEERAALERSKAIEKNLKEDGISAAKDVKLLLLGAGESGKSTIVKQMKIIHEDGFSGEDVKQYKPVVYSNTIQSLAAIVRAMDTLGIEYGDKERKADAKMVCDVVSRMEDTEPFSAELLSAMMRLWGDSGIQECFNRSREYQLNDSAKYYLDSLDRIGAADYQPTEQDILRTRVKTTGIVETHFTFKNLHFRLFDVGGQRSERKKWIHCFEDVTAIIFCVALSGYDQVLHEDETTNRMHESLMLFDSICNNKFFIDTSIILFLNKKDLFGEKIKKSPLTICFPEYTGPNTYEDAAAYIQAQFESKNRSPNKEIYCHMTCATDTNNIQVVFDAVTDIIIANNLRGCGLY
RGS4-Gao reg: modulators of RGS4 binding to Galphao, primary screen, biochemical, multiplexed bead flow cytometry | actives lie on both sides | AID 1415, 2008 | 220,000 compounds, 0.33% hits | binding response (% of control), % at 10 µM; in the data active = binding response below about 49% or above about 150%; inactive = in between;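 note: fluorescent Galphao activated with aluminum fluoride binding bead-coupled RGS4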
Bcl-2 Bim block: inhibitors of Bim-Bcl-2 binding, primary screen, biochemical, multiplexed, human Bcl-2 family; Apoptosis regulator Bcl-2 (Homo sapiens), P10415; Bead-based flow cytometry, Bim peptide-Bcl-2 binding; inhibition, % at 10 µM; 190,000 compounds, 0.06% hits; AID 950, 2007; in the data active = inhibition above about 40%; inconclusive = no clear call, values can overlap the other calls;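 note: 0% = no compound wells with probe peptide and 100% = reference peptide inhibitor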
Avidin fluor: green autofluorescence of compounds with avidin beads – biophysical, 488/530 nm, flow cytometry, artefact control, profiling panel. fluorescence (KMESF) at 10 µM. 220,000 compounds, 0.38% hits. compound fluorescence 488/530 nm; stronger effect = higher value; in the data active = fluorescence above about 47; note: inactives centre near 10
Bim-Bfl-1: inhibitors of Bim binding to Bfl-1, primary screen, biochemical, multiplexed, bead-based flow cytometry; Bcl-2-related protein A1 (Homo sapiens), Q16548; AID 1008, 2008; inhibition, % at 10 µM; 190,000 compounds, 0.12% hits; Bim-Bfl-1 binding inhibition;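 note: 0% = wells without compound plus tracer and 100% = blocker peptide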
ABCB1 inh: ABCB1 efflux pump inhibitors, primary screen, cell-based, multiplex, flow cytometry, ABCG2 counter-screen. AID 1326, 2008. ATP-dependent translocase ABCB1 (Homo sapiens), P08183. inhibition, % at 6.6 µM. 190,000 compounds, 0.067% hits. CCRF-Adr cells, JC-1 efflux; in the data active = inhibition above about 40%;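 note: 0% = vehicle and 100% = reference inhibitor; higher value means more JC-1 retained so stronger ABCB1 efflux block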
GSH bead fluor: compound fluorescence on glutathione beads, profiling panel, artefact control, biophysical, 488/530 nm, flow cytometry. GSH beads flow cytometry, compound fluorescence 488/530 nm; stronger effect = higher value. 190,000 compounds, 0.25% hits. fluorescence (KMESF) at 10 µM; in the data active = fluorescence above about 89;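 note: glutathione beads carrying GST-tagged Bcl family fusion proteins plus one bare bead set; values are compound well signal with DMSO vehicle wells as background; inactives centre near 16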
Bim-Bcl-XL: inhibitors of Bim-Bcl-XL binding, primary screen, biochemical, multiplexed, bead flow cytometry, human Bcl-XL; 190,000 compounds, 0.04% hits; AID 1007, 2008; Bim peptide-Bcl-XL binding, fluorescence; inhibition, % at 10 µM
Target sequence (Q07817 whole entry, looked up): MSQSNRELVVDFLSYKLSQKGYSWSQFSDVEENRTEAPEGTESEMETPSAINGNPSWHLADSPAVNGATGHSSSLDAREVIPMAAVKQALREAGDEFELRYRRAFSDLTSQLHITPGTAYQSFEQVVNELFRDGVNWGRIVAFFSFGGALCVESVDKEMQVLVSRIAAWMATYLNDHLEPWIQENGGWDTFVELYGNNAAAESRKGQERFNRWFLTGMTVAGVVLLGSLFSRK
Bcl-B Bim block: inhibitors of Bim-Bcl-B binding, primary screen, biochemical, multiplexed, human Bcl-2 family. AID 951, 2007. inhibition, % at 10 µM. bead-based flow cytometry, Bim peptide-Bcl-B binding. 190,000 compounds, 0.073% hits;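 note: 0% = tracer peptide without compound and 100% = reference inhibitor peptide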
Target sequence (Q9HD36 whole entry, looked up): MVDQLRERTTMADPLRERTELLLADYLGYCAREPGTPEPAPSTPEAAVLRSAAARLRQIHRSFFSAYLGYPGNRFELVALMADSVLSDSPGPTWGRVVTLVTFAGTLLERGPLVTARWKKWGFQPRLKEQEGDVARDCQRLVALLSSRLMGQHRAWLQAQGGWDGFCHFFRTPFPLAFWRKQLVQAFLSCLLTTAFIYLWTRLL
Numbers without * were called inactive. Cut-off read from the data, not from the text of the source, unless noted: active = inhibition above about 40%.

Results for Cc1ccc(N2NC(=O)/C(=C/c3ccc(-c4ccc(Cl)c(C(=O)O)c4)o3)C2=O)cc1C ?
ABCG2 inh: -2.9; Bcl-W Bim block: 0.0; RGS7-Gao reg: 108.1; RGS4-Gao reg: 107.3; Bcl-2 Bim block: -4.0; Avidin fluor: 6; Bim-Bfl-1: -5.0; ABCB1 inh: -1.3; GSH bead fluor: 17; Bim-Bcl-XL: 0.0; Bcl-B Bim block: -3.0

How did CC1C(=O)C(C)C(c2ccco2)NC1c1ccco1 (stereo unspecified) do in these assays?
ABCG2 inh: 0.9; Bcl-W Bim block: 0.0; RGS7-Gao reg: 103.1; RGS4-Gao reg: 100.3; Bcl-2 Bim block: -3.0; Avidin fluor: 20; Bim-Bfl-1: -3.0; ABCB1 inh: 0.2; GSH bead fluor: 22; Bim-Bcl-XL: -3.0; Bcl-B Bim block: -5.0

Results for O=C(NC(N1CCCCCC1)C(Cl)(Cl)Cl)c1ccccc1Cl (stereo unspecified) ?
ABCG2 inh: 2.1; Bcl-W Bim block: -3.0; RGS7-Gao reg: 99.8; RGS4-Gao reg: 99.2; Bcl-2 Bim block: -1.0; Avidin fluor: 2; Bim-Bfl-1: -1.0; ABCB1 inh: 0.5; GSH bead fluor: 6; Bim-Bcl-XL: -7.0; Bcl-B Bim block: -5.0

Results for CCOC(=O)CSc1nc2sc3c(c2c(=O)n1CC)CC(C)(C)OC3 ?
ABCG2 inh: 7.1; Bcl-W Bim block: 3.0; RGS7-Gao reg: 101.3; RGS4-Gao reg: 98.2; Bcl-2 Bim block: -6.0; Avidin fluor: 10; Bim-Bfl-1: -8.0; ABCB1 inh: 0.1; GSH bead fluor: 35; Bim-Bcl-XL: -1.0; Bcl-B Bim block: -6.0

What do the screens show for `Cc1sc(NC(=O)c2ccco2)nc1-c1ccccc1`?
ABCG2 inh: 0.6; Bcl-W Bim block: 0.0; RGS7-Gao reg: 109.3; RGS4-Gao reg: 110.3; Bcl-2 Bim block: -6.0; Avidin fluor: 7; Bim-Bfl-1: -8.0; ABCB1 inh: -0.2; GSH bead fluor: 16; Bim-Bcl-XL: -3.0; Bcl-B Bim block: -7.0

How did Cc1nn(CC(O)COc2ccc3c(c2)CCC3)c(C)c1Br (stereo unspecified) do in these assays?
ABCG2 inh: 2.0; Bcl-W Bim block: -1.0; RGS7-Gao reg: 100.8; RGS4-Gao reg: 99.1; Bcl-2 Bim block: -2.0; Avidin fluor: 36; Bim-Bfl-1: -1.0; ABCB1 inh: 0.5; GSH bead fluor: 18; Bim-Bcl-XL: 0.0; Bcl-B Bim block: -5.0

What do the screens show for `COc1ccc(-n2cc(CN(C)C3CCOCC3)c(-c3cccc(F)c3)n2)cc1`?
ABCG2 inh: 12.5; Bcl-W Bim block: -1.0; RGS7-Gao reg: 108.2; RGS4-Gao reg: 109.3; Bcl-2 Bim block: -5.0; Avidin fluor: 2; Bim-Bfl-1: -6.0; ABCB1 inh: 0.7; GSH bead fluor: 15; Bim-Bcl-XL: -3.0; Bcl-B Bim block: -13.0

What do the screens show for `CC(C)(C)NCC(O)CON=C1c2ccccc2-c2ccccc21` (stereo unspecified)?
ABCG2 inh: 0.1; Bcl-W Bim block: 1.0; RGS7-Gao reg: 101.5; RGS4-Gao reg: 104.9; Bcl-2 Bim block: -1.0; Avidin fluor: 10; Bim-Bfl-1: -7.0; ABCB1 inh: 0.6; GSH bead fluor: 11; Bim-Bcl-XL: -1.0; Bcl-B Bim block: -3.0

Results for COC(=O)C1CCN(C(=O)c2ccc(OC3CCN(Cc4ccccn4)CC3)cc2)CC1 ?
ABCG2 inh: -6.6; Bcl-W Bim block: -2.0; RGS7-Gao reg: 104.0; RGS4-Gao reg: 100.7; Bcl-2 Bim block: 2.0; Avidin fluor: 0; Bim-Bfl-1: 0.0; ABCB1 inh: 0.0; GSH bead fluor: 13; Bim-Bcl-XL: -6.0; Bcl-B Bim block: -6.0

How did Cc1nnc2sc(SCC(=O)Nc3ccc(Br)cc3)nn2c1=O do in these assays?
ABCG2 inh: 1.2; Bcl-W Bim block: 0.0; RGS7-Gao reg: 101.5; RGS4-Gao reg: 98.7; Bcl-2 Bim block: -2.0; Avidin fluor: 30; Bim-Bfl-1: -1.0; ABCB1 inh: 0.1; GSH bead fluor: 15; Bim-Bcl-XL: 0.0; Bcl-B Bim block: -2.0

How did CCN(CC)CCNC(=O)c1ccccc1N do in these assays?
ABCG2 inh: -2.8; Bcl-W Bim block: -3.0; RGS7-Gao reg: 99.0; RGS4-Gao reg: 100.1; Bcl-2 Bim block: 2.0; Avidin fluor: 11; Bim-Bfl-1: -3.0; ABCB1 inh: -0.2; GSH bead fluor: 51; Bim-Bcl-XL: -2.0; Bcl-B Bim block: -1.0

Results for CCCc1ccc(C(=O)/C=C/N(C)C)cc1 ?
ABCG2 inh: 1.5; Bcl-W Bim block: 0.0; RGS7-Gao reg: 84.1; RGS4-Gao reg: 87.8; Bcl-2 Bim block: 0.0; Avidin fluor: 7; Bim-Bfl-1: 0.0; ABCB1 inh: 0.4; GSH bead fluor: 19; Bim-Bcl-XL: -5.0; Bcl-B Bim block: -7.0

What do the screens show for `Cc1ccc(NC(=O)c2cc(NC(=O)c3ccco3)ccc2N2CCCCC2)cc1`?
ABCG2 inh: 0.2; Bcl-W Bim block: 0.0; RGS7-Gao reg: 98.9; RGS4-Gao reg: 98.7; Bcl-2 Bim block: -11.0; Avidin fluor: 11; Bim-Bfl-1: -10.0; ABCB1 inh: 0.2; GSH bead fluor: 25; Bim-Bcl-XL: -8.0; Bcl-B Bim block: -5.0

What do the screens show for `CC(CN1CCCC1)C(=O)NN` (stereo unspecified)?
ABCG2 inh: 2.6; Bcl-W Bim block: 0.0; RGS7-Gao reg: inconclusive; RGS4-Gao reg: 99.9; Bcl-2 Bim block: -1.0; Avidin fluor: 10; Bim-Bfl-1: -4.0; ABCB1 inh: 1.8; GSH bead fluor: 15; Bim-Bcl-XL: -1.0; Bcl-B Bim block: -2.0

Results for CCOC(=O)NC(NCc1cccc(C(F)(F)F)c1)(C(F)(F)F)C(F)(F)F ?
ABCG2 inh: 8.1; Bcl-W Bim block: -1.0; RGS7-Gao reg: 97.9; RGS4-Gao reg: 101.2; Bcl-2 Bim block: -2.0; Avidin fluor: 5; Bim-Bfl-1: -1.0; ABCB1 inh: 0.4; GSH bead fluor: 11; Bim-Bcl-XL: -3.0; Bcl-B Bim block: -4.0

Results for O=C(CSc1ncnc2c1oc1ccccc12)Nc1cccc(C(F)(F)F)c1 ?
ABCG2 inh: 0.8; Bcl-W Bim block: -7.0; RGS7-Gao reg: 100.1; RGS4-Gao reg: 100.8; Bcl-2 Bim block: -7.0; Avidin fluor: 24; Bim-Bfl-1: -10.0; ABCB1 inh: 0.3; GSH bead fluor: 15; Bim-Bcl-XL: -7.0; Bcl-B Bim block: -10.0

How did C/C(=N\Nc1nc2ccccc2s1)c1ccc2c(c1)OCO2 do in these assays?
ABCG2 inh: 10.7; Bcl-W Bim block: 0.0; RGS7-Gao reg: 101.3; RGS4-Gao reg: 102.6; Bcl-2 Bim block: -1.0; Avidin fluor: 3; Bim-Bfl-1: 2.0; ABCB1 inh: 0.6; GSH bead fluor: 4; Bim-Bcl-XL: -2.0; Bcl-B Bim block: -3.0

Results for CCCCCCOc1ccc(C(CC(=O)NC)C(=O)O)cc1 (stereo unspecified) ?
ABCG2 inh: 1.0; Bcl-W Bim block: 1.0; RGS7-Gao reg: 100.6; RGS4-Gao reg: 104.7; Bcl-2 Bim block: 3.0; Avidin fluor: 12; Bim-Bfl-1: -2.0; ABCB1 inh: 0.4; GSH bead fluor: 23; Bim-Bcl-XL: 3.0; Bcl-B Bim block: 2.0

What do the screens show for `CCC(=O)Nc1cccc(C(=O)OCc2cccc([N+](=O)[O-])c2)c1`?
ABCG2 inh: 92.6*; Bcl-W Bim block: 0.0; RGS7-Gao reg: 98.2; RGS4-Gao reg: 98.8; Bcl-2 Bim block: -4.0; Avidin fluor: 10; Bim-Bfl-1: -6.0; ABCB1 inh: 3.8; GSH bead fluor: 11; Bim-Bcl-XL: 4.0; Bcl-B Bim block: -1.0

Results for Cc1cc(C)nc(SCC(=O)Nc2ccc(S(=O)(=O)Nc3nccs3)cc2)n1 ?
ABCG2 inh: 2.6; Bcl-W Bim block: 0.0; RGS7-Gao reg: 89.2; RGS4-Gao reg: 84.1; Bcl-2 Bim block: -11.0; Avidin fluor: 25; Bim-Bfl-1: -12.0; ABCB1 inh: 0.7; GSH bead fluor: 22; Bim-Bcl-XL: 0.0; Bcl-B Bim block: -6.0

What do the screens show for `CCOC(=O)N1CCC(NC(=O)C2CCN(C(=O)c3cc4oc(C)cc4n3Cc3c(F)cccc3Cl)CC2)CC1`?
ABCG2 inh: -2.2; Bcl-W Bim block: 2.0; RGS7-Gao reg: 99.7; RGS4-Gao reg: 99.3; Bcl-2 Bim block: 0.0; Avidin fluor: 11; Bim-Bfl-1: 1.0; ABCB1 inh: -0.3; GSH bead fluor: 13; Bim-Bcl-XL: 1.0; Bcl-B Bim block: -1.0

What do the screens show for `Cc1ccccc1CNC(=O)CC1C(=O)NCCN1CC1CCCCC1` (stereo unspecified)?
ABCG2 inh: 5.0; Bcl-W Bim block: -1.0; RGS7-Gao reg: 96.6; RGS4-Gao reg: 97.7; Bcl-2 Bim block: -2.0; Avidin fluor: 3; Bim-Bfl-1: -5.0; ABCB1 inh: 1.2; GSH bead fluor: 9; Bim-Bcl-XL: -3.0; Bcl-B Bim block: -1.0

Results for Cc1cc2c(c(=O)o1)C(c1cccs1)C(C#N)=C(N)O2 (stereo unspecified) ?
ABCG2 inh: -0.1; Bcl-W Bim block: -2.0; RGS7-Gao reg: 100.1; RGS4-Gao reg: 103.5; Bcl-2 Bim block: 0.0; Avidin fluor: 14; Bim-Bfl-1: -1.0; ABCB1 inh: 0.2; GSH bead fluor: 5; Bim-Bcl-XL: -2.0; Bcl-B Bim block: -4.0

Results for CN(C)/C=C/C(=O)c1ccc(-n2cccc2)cc1 ?
ABCG2 inh: 1.1; Bcl-W Bim block: 2.0; RGS7-Gao reg: 99.3; RGS4-Gao reg: 96.7; Bcl-2 Bim block: 3.0; Avidin fluor: 10; Bim-Bfl-1: 4.0; ABCB1 inh: 0.0; GSH bead fluor: 12; Bim-Bcl-XL: 2.0; Bcl-B Bim block: 3.0

Rows were taken by chance. About 1.3% of those tested had a hit in this group.
